GALK inh = galactokinase (human) inhibition | Purified GALK, Kinase-Glo residual ATP luminescence | Potency, µM (top dose mostly 57.5 µM), for inactives: top-dose activity change, negative = inhibition, hits mostly inhibitors | 270,000 compounds, 0.007% hits | AID 1868; further: potency means the concentration at half of the fitted maximal effect; on the % scale 0 is the no-effect control and ±100 the full control effect
Target sequence (P51570 whole entry, looked up): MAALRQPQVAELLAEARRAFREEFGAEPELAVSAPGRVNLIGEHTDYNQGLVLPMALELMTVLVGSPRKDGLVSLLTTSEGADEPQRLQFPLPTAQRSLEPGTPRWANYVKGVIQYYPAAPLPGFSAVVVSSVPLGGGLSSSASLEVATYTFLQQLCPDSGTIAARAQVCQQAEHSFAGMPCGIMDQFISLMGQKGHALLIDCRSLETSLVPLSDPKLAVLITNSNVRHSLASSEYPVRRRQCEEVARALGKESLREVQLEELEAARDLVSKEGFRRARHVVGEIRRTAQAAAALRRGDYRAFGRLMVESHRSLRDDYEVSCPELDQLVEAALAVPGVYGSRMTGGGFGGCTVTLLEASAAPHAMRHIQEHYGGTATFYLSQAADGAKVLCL
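GALK at 5 nM final was combined with compound, 35 uM ATP and 100 uM galactose in HEPES pH8.0 with MgCl2 and DTT. The reaction ran one hour at room temperature before luminescent ATP detection.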
BCR signal inh = chronic active BCR signaling inhibition | ABC-DLBCL IkBa-CBG/CBR reporter, luminescence ratio, 4 h | Potency, µM (highest dose often 46.1 µM), inactives show at the top dose ratio change, negative = lower green/red ratio, actives largely listed as inhibitors | AID 493014 | 340,000 compounds, 0.05% hits; active means well fitted inhibition curve with a large enough effect in the signal ratio, with a control signal flat, not every such curve was filed as active; inconclusive means small, poorly fitted or top-dose-only effect, or effect the other way, or a change in a side signal; the % refers to the signal ratio;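 further: potency means the concentration at half of the fitted maximal effect; plate controls were basal doxycycline-induced cells for no effect and cells given 10 µM MG132 for full effect; MG132 reads +100%, hits lower the ratio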
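TMD8 human ABC-DLBCL cells with doxycycline-inducible IκBα–green luciferase fusion and unfused red luciferase, in 0.5% FBS medium; compounds up to 46 uM, 4 h at 37C. Green/red luminescence ratio, filter-overlap corrected, fitted to concentration-response curves.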
B2AR arrestin = recruits beta-arrestin to the human beta2-adrenergic receptor. Potency, µM (top dose mostly 46.1 µM), for inactives: at the highest dose activation, hits mostly activators. P07550. beta-arrestin recruitment to beta2AR, cell-based reporter. 330,000 compounds, 0.02% hits;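 further: potency means the concentration at half of the fitted maximal effect; 0% = DMSO controls and full agonism = EC100 isoproterenol or metaproterenol; nearly all actives have a fitted effect of over 65% in size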
PKM2 activator = increases activity of human pyruvate kinase M2. 260,000 compounds, 0.34% hits. purified PKM2, Kinase-Glo ATP luminescence, activation; response scale: 0% is enzyme alone, no compound. P14618. Potency, µM (highest dose often 57.5 µM), without a hit: top-dose activation, hits mostly activators; further: potency means the concentration at half of the fitted maximal effect; on the % scale 0 is the no-effect control and ±100 the full control effect; nearly all actives have a fitted effect of over 55% in size
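Purified hPK-M2 (>95% pure) converted ADP (0.1 mM final) to ATP with 0.5 mM PEP in 50 mM imidazole pH7.2, KCl, MgCl2, Tween 20, BSA; 1 h at room temperature. ATP detected by Kinase-Glo luminescence.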
FBPA coupling cs = inhibits coupling enzyme system, counter-screen for aldolase hits. coupling enzyme system counterscreen, AmpLite Red fluorescence. AID 2472. activity change, negative = inhibition, % at 58.2 µM, hits read low. 290,000 compounds, 0.67% hits; in the data active means activity change below about -30%; further: on the % scale 0 is the no-effect control and ±100 the full control effect
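Counterscreen lacking aldolase: glyceraldehyde-3-phosphate coupling-enzyme reagent preincubated 10 min at RT with compound (at 57.5 uM final), then substrate/coupling system with AmpLite Red added; fluorescence read at 525/598 nm after 20 min RT.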
PTAP TSG101 blk = blocks PTAP/TSG101 interaction to inhibit HIV-1 budding; Q99816; Fluorescence polarization, FITC-PTAP peptide / Tsg101 binding; Potency, µM (titrated, usually from 115 µM), without a hit: top-dose activity change, negative = inhibition, hits mostly inhibitors; 340,000 tested, under 10 active; AID 493005; active means well fitted inhibition curve with a large enough effect in the main read-out, with a control signal flat, not every such curve was filed as active; inconclusive means small, poorly fitted or top-dose-only effect, or effect the other way, or a change in a side signal; inactive means no such curve, though single readings can be large or run the other way; further: potency means the concentration at half of the fitted maximal effect; % of control where 0% means no effect
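Fluorescence anisotropy tracks displacement of a FITC-tagged PTAP peptide (50 nM) from the Tsg101 binding domain (10 uM), following a 20 min room-temperature incubation at pH 7.5.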
a7 integrin act = activators of alpha7 integrin expression for muscular dystrophy | Potency, µM (titrated, usually from 38.3 µM), without a hit: at the top dose activation, hits mostly activators | 350,000 compounds, 0.064% hits | alpha7betagal myoblasts, beta-gal FDG fluorescence, 48 h | AID 624291;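 further: potency means the concentration at half of the fitted maximal effect; 100% = response of the positive control SU9516; nearly all actives have a fitted effect of over 60% in size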
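alpha7betagal+/- myoblasts (passage 13, 250/well) treated 48 h at 37C with compounds at 1:260 dilution of DMSO stock. Lysed, then beta-galactosidase activity read as FDG fluorescence (ex 480/em 540) after 30 min, with pre-read for autofluorescence.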
Menin-MLL TR inh = inhibitors of human menin-MLL interaction, mutant MLL peptide; O00255; Menin + Texas Red MLL mutant peptide, fluorescence polarization; Potency, µM (top dose mostly 61.6 µM), without a hit: at the highest dose FP activity change, negative = inhibition, hits mostly inhibitors; 270,000 compounds, 0.23% hits; AID 1768; active means well fitted inhibition curve with a large enough effect in the polarisation, with a control signal flat, not every such curve was filed as active; inconclusive means small, poorly fitted or top-dose-only effect, or effect the other way, or a change in a side signal; inactive means no such curve, though single readings can be large or run the other way; the % refers to the polarisation; further: potency means the concentration at half of the fitted maximal effect; % of control where 0% means no effect; many of its hits are not listed in these tables
Giardia killer = Giardia lamblia killing; Giardia lamblia trophozoite viability; activity change, % at 7.66 µM, hits read low; 340,000 compounds, 0.15% hits; AID 540267; in the data active means activity change below about -80%; inconclusive means between about -30% and that limit;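 further: parasites exposed to compound for two days anaerobically before the ATP read; on the % scale 0 is the no-effect control and ±100 the full control effect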
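Luminescence from cellular ATP indicates surviving trophozoites (100 cells/well) following 48 hrs anaerobic compound treatment at 37 deg C; signal develops 15-30 min at room temperature.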
Tb PFK block = T. brucei PFK enzyme inhibition; 330,000 compounds, 0.17% hits; O15648; Potency, µM (series often up to 57.5 µM), for inactives: at the highest dose activity, negative = inhibition, actives largely listed as inhibitors; T. brucei PFK, ADP-Glo luminescence;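 further: potency means the concentration at half of the fitted maximal effect; 0% = uninhibited 1x PFK enzyme wells and -100% = no-enzyme wells; nearly all actives have a fitted effect of over 60% in size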
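Activity is normalized to no-enzyme wells (full inhibition) and 1.25 nM enzyme wells (no inhibition). Reaction: 0.5 mM F6P, 0.1 mM ATP, 45 min RT, ADP-Glo luminescence; concentration-response curves fitted and classed by quality.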
ASM inhibitor = inhibitors of human secretory acid sphingomyelinase | P17405 | placental ASM, HMU-PC fluorogenic substrate, 60 min | Potency, µM (doses to about 57.5 µM), for inactives: at the top dose activity change, negative = inhibition, most hits filed as inhibitors | 340,000 compounds, 0.006% hits; further: potency means the concentration at half of the fitted maximal effect
Target sequence (P17405 47-631 limits assumed): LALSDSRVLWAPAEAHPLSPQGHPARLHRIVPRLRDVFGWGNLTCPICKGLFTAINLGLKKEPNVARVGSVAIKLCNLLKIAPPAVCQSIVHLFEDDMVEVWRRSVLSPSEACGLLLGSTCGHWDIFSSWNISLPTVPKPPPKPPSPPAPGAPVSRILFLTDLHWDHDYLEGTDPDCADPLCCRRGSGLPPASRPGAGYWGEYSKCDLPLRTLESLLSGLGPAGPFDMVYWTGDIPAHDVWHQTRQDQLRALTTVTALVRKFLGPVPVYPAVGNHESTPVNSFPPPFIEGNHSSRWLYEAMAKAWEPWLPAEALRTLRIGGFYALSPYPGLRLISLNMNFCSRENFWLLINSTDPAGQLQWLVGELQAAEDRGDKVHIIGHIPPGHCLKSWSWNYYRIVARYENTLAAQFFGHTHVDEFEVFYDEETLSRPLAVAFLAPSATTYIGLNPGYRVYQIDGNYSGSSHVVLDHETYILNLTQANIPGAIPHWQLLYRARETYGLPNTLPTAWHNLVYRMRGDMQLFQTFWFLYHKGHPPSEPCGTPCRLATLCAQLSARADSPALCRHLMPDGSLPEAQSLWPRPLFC
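Fluorescence read-out (Ex 386 nm, Em 447 nm) after stopping the reaction at pH 10. Enzyme: ASM from human placenta; substrate HMU-PC0, 9 uM final; 60 min, 37 °C. Compound preincubation 10 min, ambient temperature.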
Numbers without * were called inactive; ? = inconclusive; nt = no result given; [ ] = another dose, or the depositor's remark. Unless noted, the call rests on the fitted dose curve; in most records, active means well fitted curve in the direction sought with a large enough effect; inconclusive means small, poorly fitted or top-dose-only effect, or another doubt; inactive means no such curve, though single readings can be large; an effect the other way counts as inactive or inconclusive. The list is partial. The share of hits here may be higher or lower than overall.

SMILES	GALK inh	BCR signal inh	B2AR arrestin	PKM2 activator	FBPA coupling cs	PTAP TSG101 blk	a7 integrin act	Menin-MLL TR inh	Giardia killer	Tb PFK block	ASM inhibitor
Cc1ccc(-n2nnnc2SCC(=O)N(CC(C)C)c2c(N)n(CC(C)C)c(=O)[nH]c2=O)cc1	-4%	4%	-1.0%	1%	3	-4%	19%	?	-27	0%	20%
COc1cccc(NC(=O)CCCOc2cc(=O)n(C)c3ccccc23)c1	-4%	?	0.0%	-17%	2	-6%	23%	nt	-3	-2%	-6%
CN(CCCC(=O)N1CCN(c2ncccn2)CC1)S(=O)(=O)c1ccc(F)cc1	nt	0%	-0.5%	nt	nt	-7%	13%	nt	-11	2%	6%
COc1cc(CC(=O)N2CCN(S(=O)(=O)c3ccc(C)cc3)CC2)cc(OC)c1OC	nt	1%	0.2%	nt	nt	-4%	-3%	nt	-8	13%	0%
CN(C)S(=O)(=O)c1cccc(NC(=S)NC23CC4CC(CC(C4)C2)C3)c1	-1%	?	-0.3%	nt	-3	1%	-65%[inhibitor]	nt	1	2%	-7%
COc1ccc(NS(=O)(=O)c2ccc(N)c(C(=O)O)c2)cc1	5%	0%	0.0%	2%	8	-2%	-15%	-5%	-5	-1%	7%
O=S(=O)(c1ccc2ccccc2c1)N(CC(O)COCc1ccco1)c1ccccc1 (stereo not drawn)	-3%	nt	nt	3%	3	-4%	-44%	-4%	1	nt	-9%
C=CC#CC[N+]1(CC#Cc2ccccc2)CCOCC1	2%	3%	-2.1%	-12%	-10	2%	3%	25µM*	7	?	-8%
Cc1cccc2cc(CN(Cc3ccco3)C(=O)Nc3cccc(C#N)c3)c(Cl)nc12	-1%	3%	-0.1%	-3%	0	-10%	-20%	-14%	-7	1%	-11%
Cc1cc(C)c2nc3c(c(C(=O)O)c2c1)CCC3	-1%	10%	-0.1%	7%	-3	-1%	3%	-5%	-11	0%	3%
CCOc1ccc(NC(=O)CCCN2C(=S)NC(C)(C)CC2C)cc1 (stereo not drawn)	2%	1%	-1.1%	0%	0	2%	11%	-8%	-4	2%	1%
COc1ccc(OC)c(NS(=O)(=O)Cc2ccccc2)c1	2%	2%	0.2%	18%	-7	nt	nt	2%[11.7 µM]	nt	23%	nt
O=S(=O)(c1cccc(-c2csc(N/N=C/c3ccco3)n2)c1)N1CCOCC1	-2%	-13%	0.0%	4%	-1	-3%	-20%	nt	3	3%	-8%
COc1ccc(OC)c(CN2CCC(N3CCC(C(=O)NC4CC4)CC3)CC2)c1	-3%	-6%	-0.3%	-4%	nt	2%	-51%[inhibitor]	nt	7	-14%	9%
Cc1cc(C)cc(NC(=S)NCCSc2ccc(Cl)cc2)c1	2%	1%	-0.8%	-6%	0	-2%	3%	18%	-5	1%	-1%
COCNc1nc(OCC#N)nc(N(C)C)n1	4%	5%	-0.9%	0%	3	-4%	-4%	15%	14	-2%	7%
CC(Sc1nnc(C2CC2)n1C1CC1)C(=O)c1ccc(Br)cc1 (stereo not drawn)	nt	0%	-0.3%	nt	nt	-3%	4%	nt	11	-4%	nt
CCCCCCCC(=O)NNC(=O)c1c(O)c2ccccc2n(CCC)c1=O	4%	-1%	-0.3%	-7%	-1	-1%	-25%	10%	-22	-2%	-6%
Cn1ncc2c(Nc3cccc(C(=O)O)c3)ncnc21	0%	?	-0.2%	-3%	0	-1%	-24%	-22%	-3	1%	1%
Cc1cc(SCC(=O)NC(=O)NCc2ccco2)nc2c(C)cccc12	-1%	-8%	0.5%	30%	5	-3%	5%	1%	5	?	-5%
COc1ccc2c(c1)[C@H]1[C@H](CO2)[C@H](c2ccccc2)[C@]2(C)C(=O)Nc3cc(F)ccc3C(=O)N12	nt	?	-0.1%	nt	nt	-2%	-5%	nt	3	2%	3%
N#Cc1nc(-c2ccco2)oc1N1CCC(C(N)=O)CC1	0%	-12%	-0.5%	-1%	-18	-2%	1%	?	-2	1%	1%
O=C(Nc1ccccc1)N1CCN(S(=O)(=O)c2ccccc2)CC1	0%	-2%	-1.0%	-1%	4	3%	-3%	0%	-15	-2%	0%
COc1cccc(N(CC(=O)NC(C)c2ccccc2)S(C)(=O)=O)c1 (stereo not drawn)	-1%	?	0.1%	8%	3	-3%	-3%	-18%	-14	-10%	3%
CN(C(=O)COC(=O)CNC(=O)C12CC3CC(CC(C3)C1)C2)c1ccccc1	0%	-1%	-0.8%	-6%	nt	-4%	-19%	nt	2	2%	nt
CCc1noc(C)c1C(=O)N(C)CC(=O)Nc1ccccc1C(F)(F)F	nt	3%	-0.1%	nt	nt	2%	4%	nt	-10	3%	2%
CC(C)(C)c1ccc(C(=O)c2cn[nH]c2-c2ccccc2O)cc1	-3%	?	-0.2%	nt	-1	-2%	-3%	?	3	-1%	-1%
COc1ccc(CNC(=O)CCC(=O)Nc2cccnc2)cc1	nt	-4%	-0.9%	-10%	-1	1%	-21%	-27%	21	-1%	-1%
Cc1c(Cl)cccc1NC(=S)N1CCN(c2ccccn2)CC1	4%	?	-0.6%	-4%	2	0%	-7%	?	1	-3%	-1%
Clc1cccc(NCc2cn3cccnc3n2)c1	0%	0%	0.0%	0%	10	2%	-7%	16%	-12	-19%	0%

As entered above.
Cc1c(Cl)cccc1NC(=S)N1CCN(c2ccccn2)CC1 | PTAP TSG101 blk = 0%
Clc1cccc(NCc2cn3cccnc3n2)c1 | PKM2 activator = 0%
Cc1cc(SCC(=O)NC(=O)NCc2ccco2)nc2c(C)cccc12 | PTAP TSG101 blk = -3%
COc1ccc(CNC(=O)CCC(=O)Nc2cccnc2)cc1 | ASM inhibitor = -1%
CCc1noc(C)c1C(=O)N(C)CC(=O)Nc1ccccc1C(F)(F)F | Giardia killer = -10
COc1cccc(NC(=O)CCCOc2cc(=O)n(C)c3ccccc23)c1 | PTAP TSG101 blk = -6%
Cn1ncc2c(Nc3cccc(C(=O)O)c3)ncnc21 | Giardia killer = -3

Part of the list above, showing only B2AR arrestin:
structure	B2AR arrestin
Cc1c(Cl)cccc1NC(=S)N1CCN(c2ccccn2)CC1	-0.6%
Clc1cccc(NCc2cn3cccnc3n2)c1	0.0%

(further entries)
SMILES	GALK inh	BCR signal inh	B2AR arrestin	PKM2 activator	FBPA coupling cs	PTAP TSG101 blk	a7 integrin act	Menin-MLL TR inh	Giardia killer	Tb PFK block	ASM inhibitor
COc1cccc(/C(N)=N/OC(=O)Cc2ccccc2[N+](=O)[O-])c1	-1%	5%	-0.1%	-14%	-2	1%	1%	41%[activator]	15	-3%	-2%
CCc1ccccc1NC(=O)Cn1ccn(-c2ccc(OC)cc2)c(=O)c1=O	-2%	8%	-0.1%	nt	0	-3%	6%	0%	30	14%	2%
CC(C(=O)OCn1nnc2ccccc2c1=O)N1C(=O)c2ccccc2C1=O (stereo not drawn)	0%	7%	-0.2%	7%	-2	-6%	-12%	0%	5	-9%	-1%
N#CC1=C(N)OC2=C(C(=O)CCC2)C1c1ccc(OC(=O)N2CCOCC2)cc1 (stereo not drawn)	1%	-10%	-0.5%	5%	-6	0%	5%	-7%	-12	-1%	-3%
O=C1c2ccccc2C(=O)N1CCCON1C(=O)c2ccccc2C1=O	2%	1%	0.0%	-4%	1	-3%	-7%	-7%	10	3%	2%
Oc1ccc(-c2nccc(-c3ccc(Cl)cc3Cl)n2)cc1	-1%	?	0.0%	8%	-1	-2%	-14%	?	9	-2%	-7%

Screening results deposited in PubChem BioAssay by National Center for Advancing Translational Sciences (NCATS).
